D1 agonist = Allosteric Agonists of the Human D1 Dopamine Receptor: qHTS | activation, % at 2 µM | HEK293 T-REx D1 cells, calcium flux, agonist mode | 360,000 tested, 1% active | D(1A) dopamine receptor (Homo sapiens), P21728; in the data active = activation above about 30%; note: 0% is about no effect
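Agonism was scored from calcium flux recorded over 180 s (1 read/s) after pintool compound addition, following a 10-cycle baseline. Cells were inducible force-coupled HEK293 TREx D1, plated overnight at 30 C and loaded with no-wash calcium dye.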
D1 potentiator = Potentiators of Human D1 Dopamine Receptor: qHTS; 360,000 tested, 0.036% active; potentiation, % at 10 µM; HEK293 TREx D1 cells, calcium flux, dopamine EC20 potentiation; D(1A) dopamine receptor (Homo sapiens), P21728; in the data active = potentiation above about 30%; note: 0% is about no effect
D2 antagonist = HTS Assay for Allosteric Antagonists of the Human D2 Dopamine Receptor: Primary Screen for Antagonists. D(2) dopamine receptor (Homo sapiens), P14416. HEK293 TREx D2 cells, calcium flux, dopamine EC80. inhibition, % at 10 µM. 340,000 tested, 2% active; in the data active = inhibition above about 30%; note: 0% is about no effect
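Antagonism is scored as inhibition of an EC80 dopamine-evoked calcium signal in a force-coupled, tetracycline-inducible HEK293 T-REx D2 line, with compound present 180 s before agonist.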
RXFP1 antagonist = qHTS Assay for Antagonists of the Relaxin Receptor RXFP1 | Relaxin receptor 1 (Homo sapiens), Q9HBX9 | HEK293-RXFP1, relaxin-stimulated cAMP HTRF, 30 min; stronger effect = lower value | activity change, negative = inhibition, % at 57.5 µM | 350,000 tested, 0.59% active | AID 1259400, 2018;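 active = activity change of -60% or lower, but not beyond a set lower limit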; note: % is set by controls: 0 for no effect and ±100 for the full control effect
Target sequence (Q9HBX9 whole entry, looked up): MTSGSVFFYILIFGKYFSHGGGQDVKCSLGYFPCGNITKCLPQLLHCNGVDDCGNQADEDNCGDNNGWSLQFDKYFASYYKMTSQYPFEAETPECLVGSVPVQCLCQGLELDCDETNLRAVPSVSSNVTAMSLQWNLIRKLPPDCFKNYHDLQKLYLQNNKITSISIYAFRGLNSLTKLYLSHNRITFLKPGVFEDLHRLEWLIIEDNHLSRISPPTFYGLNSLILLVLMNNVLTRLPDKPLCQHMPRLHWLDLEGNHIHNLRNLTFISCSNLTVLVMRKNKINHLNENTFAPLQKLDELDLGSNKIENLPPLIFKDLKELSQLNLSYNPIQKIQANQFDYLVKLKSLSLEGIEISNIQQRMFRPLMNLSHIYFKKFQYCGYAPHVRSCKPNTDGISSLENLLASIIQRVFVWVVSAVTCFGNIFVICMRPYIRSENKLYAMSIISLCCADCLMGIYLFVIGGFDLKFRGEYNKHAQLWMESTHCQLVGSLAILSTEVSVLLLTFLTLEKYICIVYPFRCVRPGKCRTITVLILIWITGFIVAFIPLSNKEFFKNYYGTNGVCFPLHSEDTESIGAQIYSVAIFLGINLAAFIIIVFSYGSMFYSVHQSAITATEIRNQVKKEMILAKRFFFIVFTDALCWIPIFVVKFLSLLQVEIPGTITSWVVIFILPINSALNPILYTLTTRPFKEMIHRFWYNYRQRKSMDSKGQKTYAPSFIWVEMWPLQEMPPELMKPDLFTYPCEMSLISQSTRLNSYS
RXFP1 ag = qHTS Assay for Agonists of the Relaxin Receptor RXFP1; 370,000 tested, 0.3% active; HEK293T-RXFP1 cAMP TR-FRET, 30 min; response scale: percent of porcine relaxin response, buffer zero; Relaxin receptor 1 (Homo sapiens), Q9HBX9; AID 2676, 2010; Potency, µM (top dose mostly 57.5 µM), without a hit: at the highest dose activation, usual class: activators; active = well fitted activation curve with a large enough effect; note: potency is the fitted concentration of half-maximal effect; % is set by controls: 0 for no effect and ±100 for the full control effect; nearly all actives have a fitted effect of over 60% in size; many of its hits are not listed in these tables
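cAMP rise read by TR-FRET after 30 min, 37C compound exposure (up to 58 uM) in RXFP1-transfected HEK293 cells with Ro 20174 present. EC50 from Hill-equation fits, with 29 nM porcine relaxin as 100% and buffer as basal.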
D2 ag = HTS Assay for Allosteric Agonists of the Human D2 Dopamine Receptor: Primary Screen for Agonists | D(2) dopamine receptor (Homo sapiens), P14416 | HEK293 T-REx D2 cells, calcium flux agonist mode | activation, % at 2 µM | 340,000 tested, 0.53% active | AID 485358, 2010;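 active = activation over 3 SD above normal in the single-dose calcium agonist read, cut at about 30% in these data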; note: 0% is about no effect
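Tetracycline-induced HEK293 Trex cells with D2 receptor force-coupled to calcium signaling, plated overnight at 30 C and loaded with no-wash calcium dye. Calcium flux read kinetically for 180 s after compound addition; responses flag agonists.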
TRHR PAM = qHTS for Small Molecule Agonists and Allosteric Enhancers of Human TRH Receptor: Primary Screen for Enhancers. Thyrotropin-releasing hormone receptor (Homo sapiens), P34981. TRHR cells, fluo-8 calcium fluorescence, EC20 TRH enhancement. enhancement, % at 2 µM. 360,000 tested, 0.66% active; in the data active = enhancement above about 30%; note: 0% is about no effect
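Enhancer read-out: after compound pinning and an initial kinetic agonist-mode read, an EC20 of TRH (10 nM final) was injected and fluo-8 calcium signal (Ex 480/Em 530) followed at 1 s/cycle for 100 cycles in TRHR-expressing cells.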
D1 antag = Antagonist of Human D 1 Dopamine Receptor: qHTS; D(1A) dopamine receptor (Homo sapiens), P21728; HEK293 TREx D1 cells, calcium flux, dopamine EC80; stronger effect = lower value; activity change, negative = inhibition, % at 10 µM; 360,000 tested, 3.2% active; AID 504652, 2011; in the data active = activity change below about -30%; note: % is set by controls: 0 for no effect and ±100 for the full control effect
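Tetracycline-induced HEK293 T-REx cells with force-coupled D1 receptor were loaded with a no-wash calcium dye. Compound was added after a 10 s baseline and read kinetically for 180 s; EC80 dopamine was then added and calcium flux followed another 180 s.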
D2 PAM = HTS Assay for Positive Allosteric Modulators of the Human D2 Dopamine Receptor: Primary Screen for Potentiators | D(2) dopamine receptor (Homo sapiens), P14416 | HEK293 T-REx D2, calcium flux, EC20 dopamine potentiation | potentiation, % at 10 µM | 340,000 tested, 0.34% active;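 active = potentiation over 3 SD above the plate norm, cut at about 30% in these data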; note: 0% is about no effect
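Cells plated with tetracycline inducer and held overnight at 30 C; calcium dye loaded 30–90 min at room temperature; baseline taken, compound added and read 180 s; EC20 dopamine then added and read 180 s.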
Numbers without * were called inactive; · = no result given; & = joins results of further samples; [ ] = dose if it differs, or a comment.

SMILES	D1 agonist	D1 potentiator	D2 antagonist	RXFP1 antagonist	RXFP1 ag	D2 ag	TRHR PAM	D1 antag	D2 PAM
O=C(Cn1c(=O)oc2ccccc21)Nc1ccc(Cl)cc1Cl	6	-5	-16	-1	-2.1%	0.7	-2	5	-7
CC(c1nc2ccccc2c(=O)[nH]1)N(C)CCOc1ccc(Cl)cc1 (configuration not stated)	0	5	-11	-4	3.1%	0.6	-10	10	-6
Cc1ccc(S(=O)(=O)N2CCC(C(=O)N[C@@H](C)C(=O)NCc3ccccc3)CC2)cc1	1	-5	-8	11	-1.2%	0.2	12	-5	6
COc1ccc(C2=CSC3=NCCN23)cc1F	-1	-4	0	0	-0.4%	-0.5	-5	15	-4
O=C1CCCCN1CCC(=O)N1CCCC(N2CCN(c3ccccc3)CC2)C1 (configuration not stated)	11	-5	5	-7	0.4%	-0.3	8	4	2
CS(=O)(=O)Nc1ccc(C2=NN(S(=O)(=O)c3ccccc3)C(c3cccs3)C2)cc1 (configuration not stated)	3	2	7	9	0.8%	0.4	-4	-5	-3
O=S(=O)(Nc1ccc(OC(F)F)cc1)c1ccc(-c2ccon2)s1	14	-3	·	11	1.1%	·	3	-6	·
C[C@@H]1CCC(=O)N(CC[C@H](Oc2ccccc2)c2ccccc2)CC1	-1	-2	2	·	0.4%	-0.3	-4	20	-5
CCOc1ccc(NC(=O)Nc2cc(OCC(F)(F)F)cc(OCC(F)(F)F)c2)cc1	17	-3	-3	-21	-2.3%	-2.7	5	-37*	-1
COc1ccc(C(=S)N2CCCC2)cc1Br	-1	-6	-1	3	-0.3%	-0.2	-1	-11	3
COc1ccc(OCC(=O)Nc2cc(-c3ccccc3F)nn2-c2ccccc2)cc1	5	-2	·	·	21%	·	3	-3	-1
Cc1cccc(NC(=S)NC(=O)c2ccco2)n1	2	-11	1	-5	0.3%	0.1	2	4	-1
C=CCN(CC(=O)NCc1ccc(OC)cc1)C(=O)c1csnn1	1	4	-3	13	1.7%	-1.4	-3	-8	5
CCC(C)C(=O)Nc1ccc(S(=O)(=O)Nc2nccs2)cc1 (configuration not stated)	2	-2	-2	6	2.9%	3.8	4	9	8
CCc1[nH]nc2c1C1(CCOC1C)C(C#N)=C(N)O2 (configuration not stated)	3	4	5	-11	-0.8%	-0.3	-5	-8	1
O=C(N/N=C/c1ccc2nccnc2c1)c1ccc(Br)cc1	2	-6	-13	·	-166%[inhibitor]	1.7	6	2	-15
CCOc1ccccc1NC(=O)CCNS(=O)(=O)c1cccc2nonc12	2&0	-8&0	-19	-9	2.4%&-3.5%	0.6&0.8	5&3	-1&3	0&-9
CC(=O)Nc1nc(C)c(-c2csc(Nc3cccc(C(C)=O)c3)n2)s1	0	-6	·	1	0.1%	·	8	-4	2
CCN(CC)c1ccc(NC(=O)c2sc3nc4c(cc3c2N)CN(C)CC4)cc1	0	-3	·	-15	-0.1%	0.0	5	1	-7
COc1ccccc1N1CCN(C(=O)C2CCN(S(=O)(=O)c3cn(C)cn3)CC2)CC1	1	-1	·	9	0.7%	0.8	-1	-12	0
Cc1c(NS(=O)(=O)c2ccccc2)cc(C(C)C)c(O)c1S(=O)(=O)c1ccc(Cl)cc1	0	-5	·	·	3.5%	-0.9	-5	12	-7
COc1ccc(Nc2ncnc3sccc23)cc1OC	3	-12	11	-11	-25%	-1.1	2	-4	11
CC(C)n1c(Sc2nccn2C)nc2c1c(=O)n(C)c(=O)n2C	0	13	-17	15	1.7%	-0.5	1	-3	10
CNC(=S)N(CCc1c(C)[nH]c2ccccc12)Cc1cccnc1	4	6	14	7	-1.6%	0.2	-10	-27	4
O=C(Nc1ccc(N2CCN(c3ccc(O)cc3)CC2)cc1)Oc1ccccc1	3	-1	-17	18	-0.1%	0.6	-1	2	6

Only TRHR PAM and D2 PAM, for some of the entries so far:
| Structure | TRHR PAM | D2 PAM |
| --- | --- | --- |
| CCc1[nH]nc2c1C1(CCOC1C)C(C#N)=C(N)O2 (configuration not stated) | -5 | 1 |
| C[C@@H]1CCC(=O)N(CC[C@H](Oc2ccccc2)c2ccccc2)CC1 | -4 | -5 |
| CNC(=S)N(CCc1c(C)[nH]c2ccccc12)Cc1cccnc1 | -10 | 4 |

(more compounds)
SMILES	D1 agonist	D1 potentiator	D2 antagonist	RXFP1 antagonist	RXFP1 ag	D2 ag	TRHR PAM	D1 antag	D2 PAM
CCOc1ccccc1NC1c2ccccc2C(=O)N1Cc1ccco1 (configuration not stated)	-1	·	4	2	-0.9%	-0.2	2	15	0
O=C(Cc1ccc(Cl)cc1)Nc1nc2ccccc2[nH]1	0	3	-4	-1	2.7%	-1.8	2	7	-3
COc1ccccc1CNC(=O)COC(=O)c1ccc2c(=O)n3c(nc2c1)CCCCC3	1	-9	-20	0	3.7%	0.2	10	-16	1
COc1ccc(NC(=O)c2sccc2C)cn1	3	-4	-1	-21	-2.8%	0.1	-1	3	19
CC(=O)c1cccc(OCC(=O)N(Cc2ccco2)c2c(N)n(Cc3ccccc3)c(=O)[nH]c2=O)c1	0	5	-14	-5	0.4%	0.0	2	23	-4
CN(C)c1ccc(CNC(=O)c2ccc3c(c2)N(C)C(=O)C2CCCCN32)cc1 (configuration not stated)	-1	1	·	-20	-1.5%	0.5	6	2	-13
Cc1ccc(COC(=O)c2cc(S(=O)(=O)N3CCCCC3)ccc2N2CCOCC2)cc1	3	2	1	-15	0.7%	-0.4	-6	-3	0
COC(=O)c1sc(NC(=O)c2csc3c2CCCC3)nc1C	2	-7	-4	-7	1.3%	0.2	-7	-3	-1
CC(=O)Nc1ccc(S(=O)(=O)N2CCC(N(C)CCC(C)C)CC2)cc1	2	-3	-1	1	4.5%	-0.3	12	4	0
CN(C)CCCN=C(NO)c1ccc(Cl)cc1Cl	2	5	-8	-15	2.2%	0.7	0	-3	1
COc1ccc(C(NC(=O)c2cc(OC)ccc2OC)c2ccccc2)cc1 (configuration not stated)	11	-8	-13	-3	-0.8%	-0.7	8	1	12
N#Cc1cc2c(nc1SCC(O)CS(=O)(=O)Cc1ccccc1)CCCC2 (configuration not stated)	-1	-1	2	25	-0.1%	-1.0	-10	3	-20
CCOC(=O)CNC(=O)CNC(=O)Cn1ccc2ccccc2c1=O	2	10	17	0	0.0%	0.3	-1	4	2
COc1ccc2c(=O)c(N3C(=O)c4ccccc4C3=O)coc2c1	0	-5	·	2	3.1%	·	-1	-4	8
CCOC(=O)c1sc(NC(=O)CSc2nnc(Cc3ccccc3)o2)c(C#N)c1C	5	-1	-13	-13	0.6%	0.1	1	2	8
O=C(CSc1nnc(-c2cccs2)n1Cc1ccccc1)NCc1ccc2c(c1)OCO2	2	-2	-3	-8	0.9%	0.3	-7	0	14
C/C(=N\NC(=O)Cc1ccc(Cl)cc1)c1cccnc1	3	3	8	9	0.2%	-0.5	11	0	0
O=C(CSc1nnc(CNC(=O)c2ccco2)o1)Nc1ccc(OC(F)(F)F)cc1	7	-2	6	-110*	1.6%	0.8	-1	-5	8
Cc1ccc(-c2nnc(SCC(=O)O)n2N)cc1	4	-8	-1	-3	1.4%	0.8	0	5	3
S=C(Nc1ccc(Oc2ccccc2)cc1)Nc1cccnc1	4	10	2	-11	-5.1%	-1.1	1	-16	7
COC(=O)NC(NC(=S)Nc1ccccc1OC)C(Cl)(Cl)Cl (configuration not stated)	6	1	18	-5	-0.9%	-0.4	-11	-5	-19
COc1ccc(CCCNC(=O)C2CCC(=O)N(Cc3ccc(Cl)cc3)C2)cc1 (configuration not stated)	5	-4	1	-3	-0.4%	0.5	-8	-6	15
COc1ccccc1CCNC(=O)C(=O)NCC1OCCN1S(=O)(=O)c1ccccc1 (configuration not stated)	3	-9	-24	-2	4.0%	-0.2	-5	0	-4
CCc1ccc(S(=O)(=O)NCc2cn3c(C)csc3n2)s1	1	3	26	2	0.1%	0.6	4	-1	-12
Fc1cccc(C2CC(c3cccc(Br)c3)Nc3nnnn32)c1 (configuration not stated)	1	2	4	2	0.2%	1.0	-1	-12	15

Four compounds picked at random from the list so far, as already listed:
SMILES	D1 agonist	D1 potentiator	D2 antagonist	RXFP1 antagonist	RXFP1 ag	D2 ag	TRHR PAM	D1 antag	D2 PAM
COc1ccccc1CCNC(=O)C(=O)NCC1OCCN1S(=O)(=O)c1ccccc1 (configuration not stated)	3	-9	-24	-2	4.0%	-0.2	-5	0	-4
O=C(Cc1ccc(Cl)cc1)Nc1nc2ccccc2[nH]1	0	3	-4	-1	2.7%	-1.8	2	7	-3
CC(=O)Nc1ccc(S(=O)(=O)N2CCC(N(C)CCC(C)C)CC2)cc1	2	-3	-1	1	4.5%	-0.3	12	4	0
COc1ccc2c(=O)c(N3C(=O)c4ccccc4C3=O)coc2c1	0	-5	·	2	3.1%	·	-1	-4	8

The list goes on.
SMILES	D1 agonist	D1 potentiator	D2 antagonist	RXFP1 antagonist	RXFP1 ag	D2 ag	TRHR PAM	D1 antag	D2 PAM
Cc1ccsc1/C=N/NC(=O)C1CC(=O)N(c2ccc(F)cc2)C1 (configuration not stated)	1	-8	6	7	-1.0%	-1.1	-6	-24	-12
O=C(CNC(=O)C1COc2ccccc2O1)N/N=C\c1cccc(O)c1 (configuration not stated)	0	-9	-4	-3	-0.4%	0.3	-2	-5	-2
Cc1cccc(C(=O)c2c[nH]cc2-c2ccccc2)c1	8	-8	-10	21	0.5%	-2.1	-7	-11	3
CCOc1ccc(OCC)c(NC(=O)CSCC(=O)O)c1	8	-5	-5	8	0.9%	-2.3	0	-8	7
CN(C)CCNC(=O)C(=O)NCC1OCCN1S(=O)(=O)c1ccc([N+](=O)[O-])cc1 (configuration not stated)	2	-8	-17	-3	-0.1%	2.3	5	24	8
O=C(Nc1ccc(NC(=O)c2ccccn2)cc1)C(=O)Nc1ccc2c(c1)OCCO2	2	-4	-4	0	2.5%	-2.5	11	-25	17
COc1ccc(OCC(=O)N2CCc3ccccc3C2)cc1	0	-3	-1	4	-1.0%	0.1	0	-4	9
Cc1ccc(CNC(=O)C2CCCN2S(=O)(=O)c2ccc(Cl)cc2)cc1 (configuration not stated)	1	-1	3	-5	0.4%	0.2	-8	-5	1
Clc1ccc(NC2=NCCC2)cc1Cl	2	-2	-4	-6	0.1%	-0.2	6	-2	2

These rows are one share of the data (hit frequency here may not be typical).
